PKA-R1A activ = activates the PKA-R1A holoenzyme complex. P00514+P68181. PKA-R1A dissociation, Cy5-IP20 fluorescence polarization; scaled: DMSO 0%, 113 µM cGMP 100%. activation, % at 11.4 µM. 340,000 tested, 0.083% active;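 active means percent activation above the mean of all tested compounds plus 3 SD, cut at about 19% in these data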;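 further: higher means more PKAc released from R1A so a rise in polarization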
SUMO Mot1 rescue = inhibitors of SUMOylation pathway: yeast Mot1-301 growth rescue. S. cerevisiae Mot1-301 growth rescue, ATP luminescence, 38.5C; percent above DMSO median, 100 means doubled. growth rescue, % at 18.8 µM. 320,000 tested, 1% active;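 active means every valid replicate shows activation above 250% relative to neutral control wells; inactive means the rest, any valid replicate at or below 250%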;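 further: OY570 slx delta 5 strain wells were the positive control but not used for scaling; some compounds called inactive have numbers as strong as hits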
OPRM1-OPRD1 inv = inverse agonist of human OPRM1-OPRD1 heterodimerization; 340,000 tested, 0.21% active; P35372+P41143; inhibition, % at 9.3 µM; cell-based MOR-DOR heterodimer luminescence, inverse agonism; in the data active means inhibition above about 22%, passing the limit was not always enough;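 further: 0% = cells with DMSO and 100% = wells without cells with DMSO; values of inactives mirror those of a sister screen read the other way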
Target sequence (P35372 whole entry, looked up): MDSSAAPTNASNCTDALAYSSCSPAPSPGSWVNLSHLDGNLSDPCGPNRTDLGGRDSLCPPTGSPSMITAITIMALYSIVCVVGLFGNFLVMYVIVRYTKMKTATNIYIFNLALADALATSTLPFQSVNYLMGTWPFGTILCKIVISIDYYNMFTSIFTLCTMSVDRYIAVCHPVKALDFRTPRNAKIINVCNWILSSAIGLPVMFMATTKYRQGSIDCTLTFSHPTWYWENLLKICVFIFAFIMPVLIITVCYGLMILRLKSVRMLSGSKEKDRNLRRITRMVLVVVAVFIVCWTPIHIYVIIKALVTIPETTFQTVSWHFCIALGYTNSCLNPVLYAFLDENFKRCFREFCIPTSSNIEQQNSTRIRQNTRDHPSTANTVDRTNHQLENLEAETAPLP
Target sequence (P41143 whole entry, looked up): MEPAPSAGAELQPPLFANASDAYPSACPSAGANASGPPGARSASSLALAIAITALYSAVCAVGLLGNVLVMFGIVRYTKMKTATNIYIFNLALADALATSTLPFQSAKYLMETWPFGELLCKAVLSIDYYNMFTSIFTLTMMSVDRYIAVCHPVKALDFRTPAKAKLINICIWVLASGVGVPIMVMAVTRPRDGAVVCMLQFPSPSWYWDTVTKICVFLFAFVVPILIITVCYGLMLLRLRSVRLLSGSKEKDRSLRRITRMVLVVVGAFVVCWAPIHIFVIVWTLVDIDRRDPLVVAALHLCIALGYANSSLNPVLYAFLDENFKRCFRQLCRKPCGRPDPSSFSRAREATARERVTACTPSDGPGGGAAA
phage Ecoli inh = E. coli growth loss with phage present. inhibition, % at 11.9 µM. 360,000 tested, 0.26% active. growth absorbance; in the data active means inhibition above about 11%
HTR5A inv ctr = inverse agonist of human HTR5A in OPRM1-OPRD1 counter-screen | P47898 | HTR5A cell line, luminescence, inverse agonism | inhibition, % at 9.3 µM | 340,000 tested, 0.083% active; in the data active means inhibition mostly above about 23%, no sharp cut-off; inactive means mostly below about 18%;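 further: 0% = cells with DMSO and 100% = no-cell wells with DMSO; some compounds called inactive have numbers as strong as hits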
DSG3 Ab inh = inhibitors of pemphigus antibody binding to human desmoglein-3 | P32926 | DSG3-coupled beads, scFv-anti-DSG3-GFP binding, flow cytometry; active compounds read low | binding (percent of control), % at 10 µM | 310,000 tested, 0.48% active;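 active means binding more than 3 SD below its plate's average and above zero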;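 further: hits lower antibody fragment binding to DSG3; some compounds called inactive have numbers as strong as hits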
HTR5A ag ctr = counter-screen for OPRM1-OPRD1 agonists: human HTR5A agonism. P47898. HTR5A agonist assay, luminescence, cell-based. activation, % at 9.3 µM. 340,000 tested, 0.61% active. AID 504692; in the data active means activation mostly above about 9.5%, no sharp cut-off; inactive means mostly below about 7.6%;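 further: 0% = cells with vehicle only and 100% = reference agonist; strong numbers were not always called active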
PfHsp90 set2 = growth inhibition of yeast expressing Plasmodium Hsp90. S. cerevisiae expressing PfHsp90, BacTiter-Glo ATP, 48 h; yeast lacking PDR1 and PDR3 efflux regulators. inhibition, % at 9.4 µM. 310,000 tested, 0.32% active. AID 504621;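 active means every replicate shows inhibition above about 80%, whatever the replicate mean, limit read from the data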;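 further: 0% = DMSO neutral controls and 100% = 20 µM radicicol positive controls; yeast relying on Plasmodium falciparum Hsp90 in place of its own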
AddAB inh = less growth of phage-infected E. coli with AddAB | E. coli expressing H. pylori AddAB, absorbance growth | 330,000 tested, 0.29% active | inhibition, % at 11.9 µM; in the data active means inhibition above about 12%;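 further: 0% = vehicle wells of infected cells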
E coli growth = bacterial growth inhibition, counter-screen for AddAB inhibitors. E. coli V3065 growth, OD600 absorbance, 18 h. inhibition, % at 11.9 µM. 330,000 tested, 0.27% active. AID 449728;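 active means inhibition above the campaign's mean inhibition across all tested compounds plus 3 SD, cut at about 9.9% in these data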;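 further: uninfected addAB+ strain grown without phage in ampicillin broth; 0% = DMSO wells and 100% = ciprofloxacin 0.95 µg/ml wells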
OPRM1-OPRD1 ag = OPRM1-OPRD1 heterodimerization agonism. P35372+P41143. 340,000 tested, 0.3% active. AID 504326. activation, % at 9.3 µM. cells, luminescence; in the data active means activation above about 18%;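 further: 0% = vehicle-treated cells and 100% = reference agonist; values of inactives mirror those of a sister screen read the other way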
* hit, by the source's call; x = not tested or not shown.

SMILES	PKA-R1A activ	SUMO Mot1 rescue	OPRM1-OPRD1 inv	phage Ecoli inh	HTR5A inv ctr	DSG3 Ab inh	HTR5A ag ctr	PfHsp90 set2	AddAB inh	E coli growth	OPRM1-OPRD1 ag
CCOC(=O)c1ccc2c(c1)nc(C1CCN(S(=O)(=O)c3cccs3)CC1)n2CC	0	7	2	1.7	26	120	3	-5	-1.4	-1.7	-0.5
O=C(CN1CCN(c2ccccc2O)CC1)NC(=O)NCc1ccccc1	13	-14	1	1.1	-9	98	3	x	2.2	-0.9	-0.3
O=C(c1cccc(S(=O)(=O)N2CCOCC2)c1)N1CCCCCC1	8	10	7	1.5	-23	100	3	11	2.5	0.5	-1.3
O=C(C1=C[C@@H](C2CC2)C[C@@H](OCc2ccc(CO)cc2)O1)N1CCN(Cc2ccc3c(c2)OCO3)CC1	-6	7	5	1.7	4	102	4	8	2.1	-2.1	-0.9
CCC(N=c1cc(-c2ccc(OC)c(OC)c2)oc2ccc(C)cc12)C(=O)O (centres undefined)	-7	3	4	3.4	-6	101	2	11	-1.8	-3.1	-0.6
CC[C@@H]1C(c2ccc(F)cc2)=NN(c2ccccc2)[C@H]1C(=O)N1CCOC1=O	-8	x	-14	-0.4	0	89	0	4	0.2	0.7	2.8
O=C(CSc1ncccn1)Nc1ccc2c(c1)CCC2	6	8	10	4.6	3	94	2	-12	0.8	0.9	-2.0
NC(=O)COC(=O)CNC(=O)c1cc(Cl)cc([N+](=O)[O-])c1	-2	-14	6	5.9	4	98	-2	26	1.4	-0.4	-1.3
O=C(CCn1nc(-c2ccc(F)cc2)ccc1=O)NCc1ccccc1	3	-5	17	1.5	22	x	2	2	0.2	1.0	-3.4
Cc1cc(SCC(=O)N/N=C/c2ccc(O)c(O)c2)c(C)cc1Br	-6	6	-24	2.1	15	98	2	-20	3.1	-1.9	4.5
CCOC(=O)/C(C#N)=C/c1ccc(OCC(=O)Nc2ccc(OC)cc2)c(OC)c1	2	-23	2	4.0	20	105	-2	2	4.0	0.8	-0.4
Cn1nnnc1SCC(=O)N1CCN(c2ccc(Cl)cc2)CC1	0	9	14	1.0	-5	100	3	-5	1.8	-2.5	-2.2
Cc1nn(C)c(C)c1CN(C)S(=O)(=O)c1ccc(F)cc1	1	-1	-2	1.9	-9	115	2	2	-1.0	-3.4	0.3
OC(c1ccccc1)C(Nc1ccccn1)c1ccccc1 (centres undefined)	-3	x	5	3.0	-1	86	0	-21	x	x	-1.0
CCOC(=O)c1ccc(NS(C)(=O)=O)cc1	-5	0	-3	3.2	-20	x	7	-77	2.8	1.4	0.6
Cc1ccc(N2CC(C(=O)N3CCC(C(=O)NC(C)(C)C)CC3)CC2=O)cc1 (centres undefined)	-8	41	17	2.5	-26	107	9	21	2.0	1.3	-3.1
CC(C)CN(C(=O)COC(=O)c1cnc(Cl)c(Cl)c1)c1c(N)n(Cc2ccccc2)c(=O)[nH]c1=O	-7	-6	8	-1.8	-8	97	0	0	3.1	2.7	-1.6
O=C1c2cccc3cccc(c23)C(=O)N1CCN1CCN(CC(O)COc2ccc3ccccc3c2)CC1 (centres undefined)	-11	-35	-16	3.1	-15	102	6	19	2.7	-1.4	3.1
CC(=O)c1sc(C(C)(C)C)cc1NC(=O)c1ccccc1C(=O)O	x	-27	x	-0.8	x	89	x	5	3.3	-2.6	x
NS(=O)(=O)c1ccc(CNC(=S)NCc2ccc(Cl)cc2)cc1	-12	-4	-1	4.1	-9	105	3	-5	5.6	0.2	0.2

Overlap with the part before: 2 entries; new compounds follow.
SMILES	PKA-R1A activ	SUMO Mot1 rescue	OPRM1-OPRD1 inv	phage Ecoli inh	HTR5A inv ctr	DSG3 Ab inh	HTR5A ag ctr	PfHsp90 set2	AddAB inh	E coli growth	OPRM1-OPRD1 ag
CC(=O)c1sc(C(C)(C)C)cc1NC(=O)c1ccccc1C(=O)O	x	-27	x	-0.8	x	89	x	5	3.3	-2.6	x
NS(=O)(=O)c1ccc(CNC(=S)NCc2ccc(Cl)cc2)cc1	-12	-4	-1	4.1	-9	105	3	-5	5.6	0.2	0.2
O=C(CCCOc1ccccc1)Nc1cc(S(=O)(=O)N2CCOCC2)ccc1N1CCOCC1	3	-2	3	1.2	-11	102	5	-11	2.9	1.6	-0.8
COc1cccc(NC(=O)CNC(C)CCC(C)C)c1 (centres undefined)	-8	x	-9	3.3	-25	108	9	5	1.0	1.3	1.6
CC(C)c1cc(=O)n2[nH]c(SCc3ccc(Cl)cc3)nc2n1	1	2	10	1.2	4	97	-1	-14	2.7	1.7	-2.2
Cc1ccc(O)c(C(=O)c2cnc3c(c2)COc2ccc(C)cc2-3)c1	1	9	1	2.5	15	111	1	26	3.2	-0.7	-0.2
O=C(C[C@H]1C[C@H](C(=O)N2CCOCC2)[C@@]2(CCC3CCCC3)c3[nH]c4cc(-c5ccco5)ccc4c3CCN2C1=O)NCCCn1ccnc1	-2	x	16	2.3	-22	97	6	17	-2.0	-1.8	-3.2
COC(=O)c1ccccc1NC(=O)c1ccc(-c2ccccc2F)o1	-13	115	10	2.4	-36	106	14	-17	0.9	3.0	-1.7
CCN(C(=O)COC(=O)c1cccnc1SC)C1CCCCC1	-6	-14	0	4.3	-1	95	0	-6	-1.3	-2.6	0.1
Cc1ccc(-n2c(Cn3c(C)nc4ccccc43)n[nH]c2=S)cc1	0	-6	-1	6.2	2	100	-2	5	-2.3	-3.2	0.2
CNC(=O)c1nn(-c2ccccc2)ccc1=O	-6	2	6	-0.2	16	94	-6	-2	0.8	-3.9	-1.1
O=C(COc1ccccc1)NNc1c2ccccc2nc2ccccc12	-4	202	18	3.6	2	99	6	14	3.7	-2.8	-4.0
CN(C(=O)COc1ccc(-c2nnco2)cc1)C1CCS(=O)(=O)C1 (centres undefined)	3	-13	-23	2.6	-24	114	8	x	1.5	-1.4	3.5
Cc1cc(C)cc(OCC(=O)N(Cc2cccs2)C2CCS(=O)(=O)C2)c1 (centres undefined)	-15	8	20	-0.4	-3	x	1	x	1.9	-0.1	-3.9
CCOC(=O)c1[nH]cnc1C(=O)NC1CCN(C(=O)OC(C)(C)C)CC1	-5	-17	12	1.0	-10	107	3	-17	2.5	0.3	-2.0
O/N=C/c1ccc(-c2cc(Cl)ccc2Cl)o1	7	9	-3	2.4	11	99	1	-29	4.6	0.4	0.6
CCN(C(=O)COC(=O)c1cccc2ccccc12)c1c(N)n(Cc2ccccc2)c(=O)[nH]c1=O	0	x	7	1.8	9	112	-4	-1	x	x	-1.7
COC(=O)C(Cc1ccc(O)cc1)N1Cc2ccccc2C1=O (centres undefined)	-8	25	3	-2.4	-9	94	2	-1	-3.0	-2.5	-0.7
CCOC(=O)c1c(C)n(C)c2ccc(OCC(O)CN3CCC(C)CC3)cc12 (centres undefined)	-3	-3	-5	3.2	-11	106	4	-3	0.2	-2.3	1.0
COc1cc(OC)c(Cl)cc1N	-6	-5	4	1.9	-41	92	4	3	0.8	0.8	-0.7
Cc1cccc(OCC(=O)NNC(=O)C2CCCCC2C(=O)O)c1 (centres undefined)	18	66	13	3.3	-15	96	-1	-2	2.7	0.0	-2.5
O=C(C[C@@H]1C/C=C\C[C@H](NC(=O)OCC2c3ccccc3-c3ccccc32)C(=O)O[C@H](c2ccccc2)CNC1=O)NCCO	-3	-21	8	-0.8	-11	101	5	12	-1.1	-0.7	-1.7
CCOC(=O)C1=C(O)C(=O)N(c2ccccc2)C1c1cccc([N+](=O)[O-])c1 (centres undefined)	7	-5	-11	0.6	-9	102	6	-7	-0.4	0.2	2.2
Cc1ccc(Nc2c([N+](=O)[O-])c(=O)n(C)c3ccccc23)cc1C	-9	15	17	2.3	-3	96	-5	6	2.0	0.8	-3.1
COCC(C)N1CCC(n2nccc2NC(=O)CCOc2ccccc2)CC1 (centres undefined)	-14	-2	9	0.9	21	100	3	6	-0.4	2.3	-1.3
CCOC(=O)c1nn(C23CC4CC(CC(C4)C2)C3)c2c1C(=O)N(c1ccc(C)cc1)C2=O	-3	93	-1	0.5	-18	110	8	-4	4.7	0.3	0.3
O=C(CN1CCN(c2ccccc2O)CC1)NC(c1ccccc1)c1ccccc1	3	5	1	3.7	12	110	-1	9	0.9	-1.4	-0.1
Cc1ccnc(NS(=O)(=O)c2ccc(Cl)nc2)c1	-6	-1	2	0.6	0	92	4	23	-1.4	-0.6	-0.3
Cc1ccc(C)c(OCCC(=O)OCC(=O)NC(=O)NCc2ccccc2)c1	-4	-8	-33	3.6	3	127	-1	16	0.5	0.7	6.0
NC(=O)c1ccsc1NC(=O)COC(=O)Cc1cccc2ccccc12	-6	9	-8	4.5	-6	110	-4	-2	4.1	0.2	1.4
Cc1nc(CSc2nsc(/C=C/N(C)C)c2C#N)cs1	1	x	-13	2.2	-5	109	2	5	x	x	1.8
Cc1ccc(Sc2nc(C)cc(C)c2S(C)(=O)=O)cc1	0	26	14	3.3	7	102	-2	27	-0.7	1.4	-2.7
O=C(NNC(=O)c1c(F)cccc1F)c1ccccc1-n1cccc1	0	-25	13	1.4	18	94	-3	-3	-0.1	-1.2	-2.5
CCC1([N+](=O)[O-])COC(c2ccc(C(C)C)cc2)OC1 (centres undefined)	-7	x	4	3.8	13	114	-3	-1	x	x	-0.8
CC12CCC(=O)N1C(C(=O)OCC(=O)Nc1ccc(Cl)c(Cl)c1)CS2 (centres undefined)	-8	-4	-18	1.6	10	102	-4	23	1.0	-1.0	3.9
Fc1cccc(NC(=S)N2CCc3ccccc32)c1	-3	9	0	2.2	11	92	3	16	x	x	0.1
C[n+]1ccccc1/C=C/c1ccc(F)c(F)c1	-11	4	8	2.0	8	98	-2	-6	3.5	-0.2	-1.7
Cc1ccc(S(=O)(=O)N2CCN(c3cccc(C)c3)CC2)cc1	-6	-3	-10	-2.5	-6	100	1	1	2.1	-2.8	2.1
O=C(Nc1ccccc1)N1CCSCC1	-2	x	-10	1.5	-3	98	1	5	-0.3	1.3	1.7
Cc1ccc(C)c(NS(=O)(=O)c2cc(Br)cnc2N)c1	3	-14	-17	4.0	1	99	2	-17	2.6	-0.6	3.9
CCOc1ccc(CCNC(=O)c2cc3sc(Cl)cc3n2C)cc1OCC	-1	x	-13	3.2	-9	101	-3	-93	5.0	1.2	2.1
O=C(NCc1ccccc1OC(F)(F)F)C1CCC(=O)N(Cc2cccc(F)c2)C1 (centres undefined)	-1	-5	19	2.5	16	112	-6	-23	3.2	0.4	-3.6
O=C(CSc1nccc(=O)[nH]1)Nc1ccc(S(=O)(=O)N2CCOCC2)cc1	0	20	10	1.4	5	106	1	13	-0.4	-0.6	-1.6
O=C(NC1CC1)c1ccc(NC(=O)C2CCC2)cc1	-6	x	13	2.1	-14	98	4	-10	x	x	-2.8
CC(NC(=O)C1(C)CC1(Br)Br)C(C)(C)C (centres undefined)	-1	x	13	1.3	10	112	-3	-4	0.3	-2.1	-2.5

Rows were taken by chance, and some 3.2% of all compounds hit somewhere here.
